Screening data (PubChem BioAssay)
cardiac RTF act: increases calcium sensitivity of human cardiac regulated thin filaments | P19429+P45379 | IANBD-labeled TnC RTF fluorescence at EC20 calcium; 0% EC20 calcium, 100% full calcium | activation, % at 7.2 µM | 340,000 compounds, 0.24% hits | AID 493008;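 active means activation above the mean over all tested compounds plus 3 SD, cut at about 30% in these data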;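 further: rise in fluorescence read as greater calcium sensitivity of cardiac thin filaments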
LANA DNA inh: inhibitors of KSHV LANA C-terminal domain DNA binding | MBP-C-LANA/FAM-LBS DNA binding, fluorescence polarization | 340,000 compounds, 0.078% hits | inhibition, % at 9 µM;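 active means highest replicate inhibition at or above 60% at 9 µM, even if other replicates fall short; inactive means all replicates below 60% inhibition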;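 further: 0% = neutral control wells and 100% = 4 µM acridine orange control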
Pemphigus Ab inh: inhibitors of pemphigus antibody binding to human desmoglein-3 | binding (percent of control), % at 10 µM | AID 588358 | 310,000 compounds, 0.48% hits | DSG3-coupled beads, scFv-anti-DSG3-GFP binding, flow cytometry; active compounds read low | P32926;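 active means binding more than 3 SD below its plate's average and above zero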;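 further: hits lower antibody fragment binding to DSG3; some compounds called inactive have numbers as strong as hits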
Wnt bcat act: activates Wnt/beta-catenin signaling in a reporter cell assay; activator, plate reader; AID 743398; 300,000 compounds, 1.2% hits; activation, % at 9.35 µM; in the data active means activation above about 30%, passing the limit was not always enough;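 further: 0% = neutral control wells and 100% = positive control wells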
V-ATPase pH: yeast V-ATPase proton transport regulation by pHLuorin; 350,000 compounds, 0.37% hits; AID 504577; S. cerevisiae, pHLuorin cytosolic pH fluorescence; response, % at 10 µM; in the data active means response mostly above about 7.3%, no sharp cut-off; inactive means mostly below about 5.4%; further: actives read high; inactives centre near 0; some compounds called inactive have numbers as strong as hits; reference of the scale not given here
RTF Ca sens inh: cardiac RTF calcium desensitization; P19429+P45379; 340,000 compounds, 0.12% hits; inhibition, % at 7.15 µM; AID 493244; IANBD-labeled cardiac RTF, Ca2+ fluorescence;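 active means inhibition above the mean inhibition of all tested compounds plus 3 SD, cut at about 17% in these data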;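 further: assay run at fixed EC70 calcium of 1.6 mM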
Keap1 Nrf2 FP: Keap1-Nrf2 (human) interaction inhibition. Q14145. AID 504523. inhibition, % at 9.4 µM. Keap1 Kelch-Nrf2 peptide fluorescence polarization, 1536-well. 340,000 compounds, 0.15% hits; in the data active means inhibition above about 12%;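 further: human Keap1 Kelch domain with fluorescein labeled Nrf2 9mer peptide probe; 0% = neutral control wells and 100% = peptide positive control; higher means more block of Keap1 binding to Nrf2 peptide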
Target sequence (Q14145 whole entry, looked up, the tested form may be a part): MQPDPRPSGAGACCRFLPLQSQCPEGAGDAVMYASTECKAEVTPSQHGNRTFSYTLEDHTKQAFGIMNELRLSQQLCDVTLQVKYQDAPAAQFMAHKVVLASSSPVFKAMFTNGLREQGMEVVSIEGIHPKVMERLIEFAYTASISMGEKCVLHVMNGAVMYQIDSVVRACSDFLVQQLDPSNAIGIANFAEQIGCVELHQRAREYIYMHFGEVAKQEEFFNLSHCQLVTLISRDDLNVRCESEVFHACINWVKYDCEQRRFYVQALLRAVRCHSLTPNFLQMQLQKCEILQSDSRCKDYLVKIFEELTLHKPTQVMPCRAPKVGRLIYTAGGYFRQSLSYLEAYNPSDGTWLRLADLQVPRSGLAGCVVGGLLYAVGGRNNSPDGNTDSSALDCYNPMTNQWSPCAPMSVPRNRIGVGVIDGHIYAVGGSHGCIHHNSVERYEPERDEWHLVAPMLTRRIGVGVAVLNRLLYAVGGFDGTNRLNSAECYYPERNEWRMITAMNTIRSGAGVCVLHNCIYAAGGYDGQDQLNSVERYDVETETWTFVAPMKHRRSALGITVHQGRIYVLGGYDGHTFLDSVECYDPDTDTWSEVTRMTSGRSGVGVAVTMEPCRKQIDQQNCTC
OPRM1-OPRD1 ag: OPRM1-OPRD1 heterodimerization agonism | P35372+P41143 | cells, luminescence | activation, % at 9.3 µM | 340,000 compounds, 0.3% hits | AID 504326; in the data active means activation above about 18%;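 further: 0% = vehicle-treated cells and 100% = reference agonist; values of inactives mirror those of a sister screen read the other way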
Arr AP2 block: blocks beta-arrestin peptide binding to AP2 adaptin; FITC-arrestin peptide / GST-AP2 beads, flow cytometry; AP2 beta2 appendage carries R879A mutation; inhibition, % at 10 µM; 340,000 compounds, 0.31% hits; AID 504490;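 active means inhibition above a set limit, near 3 SD of compounds lacking own fluorescence, cut at about 54% in these data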;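 further: plate controls were DMSO wells for no effect and 5 µM unlabelled arrestin peptide for full effect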
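Material – GST-tagged AP2 beta2-adaptin appendage (R879A) on 4 µm glutathione beads · Probe or stimulus – fluorescein-tagged arrestin peptide at 50 nM final · Timing – 12 min plus 1 h, RT · Detection – bead flow cytometry, FITC channel · Read-out basis – inhibition as reduced fluorescein signal on beads, percent · Medium – PBS plus Tween 20 (0.05%) and BSA (0.1%)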
OPRM1-OPRD1 inv: mu-delta opioid heterodimer inverse agonism | 340,000 compounds, 0.21% hits | cell-based MOR-DOR heterodimer luminescence | P35372+P41143 | inhibition, % at 9.3 µM; in the data active means inhibition above about 22%, passing the limit was not always enough;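 further: 0% = cells with DMSO and 100% = wells without cells with DMSO; values of inactives mirror those of a sister screen read the other way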
Numbers without * were called inactive; . = no result given. Hits appear at their usual frequency. About 3.1% of those tested had a hit in this group.

mol	cardiac RTF act	LANA DNA inh	Pemphigus Ab inh	Wnt bcat act	V-ATPase pH	RTF Ca sens inh	Keap1 Nrf2 FP	OPRM1-OPRD1 ag	Arr AP2 block	OPRM1-OPRD1 inv
CCOC(=O)c1ccc(NC(=O)Nc2ccc3c(c2)OCCO3)cc1	-1.4	-0.2	100.6	.	-2.1	-3.6	-3.3	3.1	-2.9	-15.1
CCN(CC(=O)NC1CCS(=O)(=O)C1)S(=O)(=O)c1ccc(F)cc1 (stereo not drawn)	3.0	1.2	126.5	.	4.0	-3.8	-1.8	-1.7	-20.6	9.3
Cc1ccc(/C=N/NC(=O)c2ccc(NC(=O)c3ccc(Cl)cc3)cc2)o1	-2.3	0.4	106.0	0.0	3.6	11.3	-0.2	3.7	15.1	-26.2
Cc1csc2ncc(C(=O)Nc3ccc4c(c3)OCCO4)c(=O)n12	-2.2	0.5	93.6	11.0	-5.2	-11.7	-0.2	-1.9	6.5	10.3
CC1=C(N2CCOCC2)CCC1=O	-0.2	-2.0	100.6	0.3	-3.3	-5.8	-2.6	0.1	-4.8	-0.9
S=C(Nc1ccccc1)Nc1ccc(OCc2ccc(Cl)cc2Cl)cc1	-0.4	-1.4	.	.	7.5	-4.2	-0.7	2.6	9.0	-13.3
N#C/C(=C\c1ccc([N+](=O)[O-])cc1)c1ccccn1	7.1	-1.2	92.0	39.5*	-1.2	-4.8	-2.1	2.9	3.3	-14.7
Cc1onc(-c2ccccc2Cl)c1C(=O)Nc1nnc(-c2cccc([N+](=O)[O-])c2)s1	6.5	-1.0	95.8	2.1	-1.8	-6.1	3.1	-0.5	2.0	3.1
COc1ccccc1S(=O)(=O)Cc1ccc(C(=O)NCc2cccnc2)o1	-0.8	-0.3	103.1	-2.2	-3.4	-1.2	1.1	0.6	10.2	-3.2
CCc1ccccc1N(C(=O)Cn1nnc2ccccc21)C(C(=O)NCCOC)c1ccco1 (stereo not drawn)	5.8	1.0	103.0	-4.8	-1.8	-11.0	-3.4	-1.3	0.4	7.3
COc1ccc(NS(=O)(=O)c2ccc(NS(=O)(=O)c3ccc(C)cc3)cc2)nn1	0.8	-0.4	.	.	1.8	2.0	-1.8	-1.8	0.7	7.6
CCSc1ccc([C@@H]2[C@@H]3C(=O)N(CC)C(=O)[C@@H]3[C@]3(C(=O)OC)CCCCN23)cc1	-1.1	1.1	108.3	0.5	-1.5	2.1	-3.4	4.0	23.1	-18.3
COc1ccc(Cn2c(C)c(C)c(C#N)c2NC(=O)Nc2ccccc2)cc1	0.0	-1.4	.	-1.2	1.8	-12.6	-1.2	1.8	20.6	-9.1
COC(=O)c1cc(OC)c(OC)cc1NC(=O)CSc1nnnn1Cc1ccccc1	-5.3	0.9	.	7.9	4.2	2.3	-6.7	-3.3	9.9	13.7
OCCNc1nnc(-c2ccccc2)c(-c2ccccc2)n1	-3.8	-0.6	110.2	-2.2	-0.8	-1.5	1.1	-2.0	37.5	9.8
CCOc1ccc(N2C(=O)CC(Sc3nc4ccc(OCC)cc4s3)C2=O)cc1 (stereo not drawn)	12.7	1.3	93.1	.	2.6	1.6	-1.7	0.9	6.0	-4.9
Cc1ccc(OCC(=O)NC(C)c2ccccc2)cc1C (stereo not drawn)	-6.7	-1.8	120.4	0.4	-1.8	-8.7	0.0	-0.8	1.7	3.6
O=C1OC(N2C(=O)CC[C@H]2C(=O)Nc2ccc(Br)cc2F)c2ccccc21 (stereo partly drawn)	3.6	-0.3	.	-1.6	-3.8	-3.0	1.1	-1.8	0.3	8.8
Cn1cccc1C(=O)OCC(=O)c1c[nH]c2ccccc12	0.1	2.2	.	-2.3	-2.8	0.8	0.6	-1.1	8.3	5.3
O=C(COc1ccccc1)Nc1ccccc1Oc1ccccc1	-8.3	0.8	99.5	.	0.3	7.0	-0.3	10.7	-4.5	-61.0
Cc1cc(NC(=O)c2coc(=O)c(Br)c2)ccc1C(C)C	.	1.2	93.1	15.2	-2.2	.	-3.0	.	34.7	.
Cc1nc(C)c(C(=O)N2CCCC(C(=O)c3cc(F)ccc3F)C2)s1 (stereo not drawn)	1.4	0.6	.	-3.2	-3.3	2.3	-1.9	-1.6	-1.3	8.3
COc1ccc(S(=O)(=O)N2CCOCC2)cc1NC(=O)CN(C)Cc1c(F)cccc1Cl	0.9	0.6	96.4	-1.8	-0.8	-4.2	-3.4	1.1	6.8	-5.3
O=C(/C=C/c1ccccc1)NC(NC(=S)Nc1cc(Cl)ccc1Cl)C(Cl)(Cl)Cl (stereo not drawn)	-5.6	-0.4	126.2	0.7	-1.3	-10.2	-5.8	-1.0	-0.8	5.8
O=C(Nc1ccc2oc(-c3ccccc3F)nc2c1)c1ccc2c(c1)OCCO2	11.7	0.1	105.1	5.3	1.4	-2.0	-2.3	0.8	5.9	-4.3
COC(=O)C1=C(C)NC(=O)C1(NC(=O)CN1CCCC1=O)C(F)(F)F (stereo not drawn)	-2.4	2.0	105.0	-2.7	0.2	3.5	-0.3	-3.1	-2.3	12.9
Oc1c(Cl)cc(Cl)cc1CNc1nc2ccccc2[nH]1	-3.0	-1.4	96.8	14.4	-5.6	-4.2	-2.5	5.9	-6.2	-29.3
COc1cccc(CC(=O)NNC(=O)c2ccc3c(c2)OCO3)c1	-5.2	0.2	101.9	0.5	-1.4	-7.9	4.2	-2.7	-3.6	13.9
COc1ccc(/C=C/C(=O)NC(C)(C)C)cc1S(=O)(=O)N1CCOCC1	-2.7	1.8	91.0	0.0	-1.1	-3.2	-4.1	-3.5	-1.4	17.9
CN(CC(=O)Nc1c(Cl)cccc1Cl)C(=O)Cn1[nH]c(=O)c2ccccc2c1=O	-5.1	1.7	93.2	-9.6	-3.9	1.3	1.1	-3.4	2.9	13.8
CC(C)CCCN1CCN=C1Nc1ccccc1	-0.8	-1.8	97.4	-1.6	13.6	-2.1	2.6	-1.7	-6.6	9.1
O=C(O)c1ccc(CSc2nc(-c3ccc(Cl)cc3)cc(C(F)(F)F)n2)cc1	-10.5	0.1	114.9	0.5	2.0	-2.5	-3.8	1.2	-4.9	-7.2
Cc1ccc2c(c1)N(CC(=O)NCCCN1CCCCC1)C(=O)CO2	0.1	-0.8	.	-3.0	2.8	-10.1	-7.2	-2.1	1.3	14.7
CC(CCc1ccccc1)NC(=O)COC(=O)c1cccnc1Cl (stereo not drawn)	-6.4	-4.6	94.8	1.3	7.6	1.2	-6.3	-0.9	-8.4	4.4
CC(=O)NCCC(=O)Nc1cc(F)ccc1C	3.5	-1.7	102.2	.	-1.1	-12.4	0.7	-1.6	-10.5	7.3
CN(C)S(=O)(=O)c1ccc(Cl)c(NC(=O)CN2CCCCCC2)c1	1.0	-0.6	101.1	1.2	-5.5	-10.0	3.7	3.9	-11.7	-17.7
CC1=NN(c2ccccc2)C(=O)/C1=C\N1CC(C)OC(C)C1 (stereo not drawn)	-3.1	-1.5	99.5	-1.8	-2.8	-2.6	-1.2	-2.7	12.6	14.2
CCOC(=O)c1cccc(C2=CC(=O)CC(C)(C)C2)c1	-3.3	-0.4	105.0	0.9	-0.9	-11.0	-1.4	0.8	5.7	-4.7
COc1ccc(CNc2nc(-c3ccccc3)nc3ccccc23)cc1OC	1.3	-0.3	98.8	7.5	-1.6	-1.8	3.1	3.5	-16.2	-17.3
CN(C)S(=O)(=O)c1cccc(C(=O)Nc2cc(Cl)ccc2O)c1	-2.0	-0.1	105.6	.	-1.3	-8.9	-0.5	-0.6	2.6	2.5
CCOC(=O)/C(C#N)=C1/C=Cc2ccccc2N1CC	3.3	0.6	101.6	.	-0.4	-2.2	-3.3	-2.8	1.5	16.1
CC(C)C[C@H](NC(=O)N1CCn2c1nc1ccccc12)C(=O)NCCc1ccccc1	0.4	1.0	99.9	-0.9	1.7	-6.3	0.8	.	-6.2	.
COc1cccc(CNC(=O)Cc2ccc(-c3ccccc3)cc2)c1	12.1	1.8	94.6	-3.3	-1.9	0.1	2.5	0.4	-14.0	-2.1
CC(=O)NC(CC(=O)Nc1ccc(S(=O)(=O)N2CCCC2)cc1)c1ccccc1 (stereo not drawn)	-0.7	1.3	.	-8.3	-0.8	-6.0	-3.3	-1.1	-1.1	6.8
COc1cccc(OCCNc2cc(Cl)ccc2[N+](=O)[O-])c1	-15.1	-0.6	126.6	.	-3.1	-6.1	-6.7	2.4	-7.5	-13.9
COc1ccc(C(=O)N2CCn3c2nc2ccccc23)cc1	-3.5	-1.2	98.9	23.3	3.0	1.8	1.2	.	4.2	.
CC(C)C(OC(=O)c1cccs1)C(=O)NCc1ccc2c(c1)OCO2 (stereo not drawn)	-0.9	2.1	97.0	-0.3	5.4	1.0	1.8	1.2	7.0	-6.4
COc1c(Br)cc2c(C)c(C(=O)O)oc2c1Br	2.2	1.2	106.6	.	-4.0	-14.1	-3.7	-2.1	3.0	10.8
CCOC(=O)N1CC=C2C(C#N)=C(N)C(C#N)(C#N)[C@H](c3ccc(OC(C)C)c(OCC)c3)[C@H]2C1	2.6	1.1	98.5	-3.2	-0.5	-5.1	-12.0	-5.6	-1.8	23.4
CCN1CCN(c2nc(Nc3ccccc3F)nc(N)c2[N+](=O)[O-])CC1	-0.5	0.6	95.3	3.4	-2.6	-3.8	-0.1	-4.2	11.3	21.6
O=C1C(Cl)=C(N2CCCCC2)C(=O)N1c1ccccc1Cl	-0.2	-2.1	106.2	.	1.8	-6.7	-3.5	4.3	9.2	-22.7
COCCCn1c(-c2ccsc2)nc2c1c(=O)[nH]c(=O)n2Cc1ccccc1	7.7	1.0	101.4	-2.6	5.0	-21.2	0.2	-1.5	3.9	8.9
COc1ccccc1C(CCN(Cc1cccs1)C(C)=O)c1ccco1 (stereo not drawn)	-1.4	0.1	79.8	-0.5	1.9	2.2	-13.5	-2.8	5.5	16.6
O=C(NCCS(=O)(=O)NCc1ccccc1Cl)c1ccccc1	2.5	-2.6	123.3	-1.0	8.3	10.6	-2.8	-2.1	-5.1	11.5
Cn1nc(C(=O)OCC(=O)Nc2ccc(Cl)cc2Cl)c2ccccc2c1=O	-4.8	-2.7	.	1.5	-1.0	-1.2	-5.3	-1.0	0.1	4.0

Limited to RTF Ca sens inh and Pemphigus Ab inh (2 entries from above):
Compound,RTF Ca sens inh,Pemphigus Ab inh
CC(C)C(OC(=O)c1cccs1)C(=O)NCc1ccc2c(c1)OCO2 (stereo not drawn),1.0,97.0
COc1c(Br)cc2c(C)c(C(=O)O)oc2c1Br,-14.1,106.6
